Cneo AK release: Cryptococcus neoformans lysis via adenylate kinase release; C. neoformans lysis, adenylate kinase release luminescence, 4 h; normalised: neutral wells 0, clomiphene wells 100; lysis activity, % at 15 µM; 0.2% of 360,000 active;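 active = mean lysis activity across replicates of at least 80%, whatever share of replicates individually reach that level; inactive = mean lysis activity below 80%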
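Assay system: Cryptococcus neoformans yeast cells / Dosing: single-point compound dose / Timing: 4 h at 37 °C static, read 1 h later / Measured by: luminescence of released adenylate kinase using an AK detection reagent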
miR-122 sensor: blocks miR-122 activity in Huh7 sensor cells; Huh7 miR-122 Renilla luciferase sensor, 48 h; neutral wells = 0, positive control = 100; activation (reporter increase), % at 12.5 µM; 0.3% of 340,000 active; AID 602342;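 active = mean replicate activation score at least 90 and every replicate individually at or above 90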;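 also: higher luciferase means less miR-122 activity so hits act as miR-122 inhibitors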
PGC1a acetyl inh: lowers PGC1a acetylation signal in U2OS cells; AlphaScreen anti-acetyl-lysine; with virally co-expressed GCN5 acetyltransferase; inhibition, % at 15.6 µM; AID 651687; 0.17% of 350,000 active;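 active = every replicate shows inhibition of at least 40%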;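 also: 0% = neutral control wells and 100% = positive control wells; some results beyond the cut were filed as inactive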
LGR2 antag: blocks bursicon-induced cAMP signaling via Drosophila LGR2; 0.35% of 380,000 active; AID 720647; inhibition, % at 9.99 µM; HEK293 LGR2, CRE-luciferase, bursicon-stimulated, 4 h;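 active = drop in luminescence signal, shown as inhibition above about 50% in the replicate tests, limit read from the data, passing the limit was not always enough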;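 also: agonist challenge used bursicon conditioned medium at about half maximal strength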
Casp6 inh: blocks human caspase-6 cleavage activity | purified caspase-6, Z-VEID-R110 cleavage fluorescence | AID 686996 | 0.53% of 350,000 active | P55212 | inhibition, % at 12.5 µM;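 active = mean inhibition across replicates at least about 35%, with every replicate also reaching that limit, limit read from the data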;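 also: 0% = median of neutral control wells and 100% = no fluorescence left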
Target sequence (P55212 24-179 limits assumed): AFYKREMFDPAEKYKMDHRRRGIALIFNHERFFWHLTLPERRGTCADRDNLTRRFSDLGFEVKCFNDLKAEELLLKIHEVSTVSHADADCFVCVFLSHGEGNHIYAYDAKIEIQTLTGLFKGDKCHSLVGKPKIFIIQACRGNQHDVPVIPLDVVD
Target sequence (P55212 194-293 limits assumed): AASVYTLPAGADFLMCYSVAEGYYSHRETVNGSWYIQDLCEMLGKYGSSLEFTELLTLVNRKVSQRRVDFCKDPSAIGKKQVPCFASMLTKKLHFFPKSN
PAX8 inh HTS: PAX8 transcriptional activity inhibition | 1.2% of 360,000 active | inhibition, % at 12.6 µM | RMG-I TPO-luciferase reporter, SteadyGlo, 24 h;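 active = mean replicate inhibition at least 60% with every replicate also reaching 60%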;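 also: luciferase light reporting Pax8 driven TPO promoter activity; plate controls were median of neutral control wells for no effect and mitoxantrone controls for full effect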
FN deposition inh: fibronectin deposition inhibition; AH1F fibroblasts, Alexa488-fibronectin deposition fluorescence, overnight; inhibition, % at 12.6 µM; 0.086% of 350,000 active; AID 743247;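 active = mean inhibition across replicates of 30% or more, regardless of how many single replicates reach that level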;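 also: positive control wells lacked labelled fibronectin entirely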
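Assay system: AH1F fibroblasts assembling fluorescent fibronectin matrix; Amount: 10000 AH1F cells per well; Buffer or medium: DMEM, 2% serum; Probe or stimulus: Alexa488-fibronectin, 24 nM final in well; Doses: single compound dose, delivered by pin transfer; Incubation: 1 h adhesion, overnight exposure; Measured by: fluorescence 485/525 nm; Read-out: fibronectin deposition inhibition.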
EWS-Fli block: EWS/Fli transcriptional activity inhibition. A673 NR0B1-luciferase reporter, viability-normalised. inhibition, % at 12.6 µM. 0.67% of 350,000 active. AID 651661;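 active = mean inhibition of at least 50% after viability correction, with every replicate also passing that limit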;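 also: firefly luciferase signal divided by Alamar Blue viability fluorescence both relative to DMSO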
The depositor's hits bear a star; · = no result given; & = joins results of further samples; [ ] = dose if it differs, or a comment.

SMILES	Cneo AK release	miR-122 sensor	PGC1a acetyl inh	LGR2 antag	Casp6 inh	PAX8 inh HTS	FN deposition inh	EWS-Fli block
Clc1cccc(Cc2ccc(Cl)nn2)c1	·	·	-7	5	0	-3	11	-5
O=C(COC(=O)c1ccc(S(=O)(=O)N2CCCCC2)cc1)Nc1ccccc1Cl	2	-1	-4	-8	-9	-1	-5	2
O=C(OCCNc1nc(-c2ccccc2)nc2ccccc12)c1cccnc1	·	21	-4	2	1	31	0	2
C=CCn1cc(C(=O)NCCCN(CC)CC)c(=O)c2cc(S(=O)(=O)N3CCC(C)CC3)ccc21	-3	6	4	-4	-8	-3	-3	16
Cc1ccc(/C=C/C(=O)NCc2ccc3c(c2)OCO3)o1	·	14	·	2	·	6	1	·
Cc1ccc(NC(=O)CN(C)C(=O)c2ccc(-n3cncn3)c([N+](=O)[O-])c2)cc1	·	·	·	11	1	-3	·	3
Cc1cccc(C(=O)NC2CC3CCCC(C2)N3C(=O)NC2CCCCC2)c1 (centres undefined)	1	-2	-5	·	·	·	-5	·
CSCC[C@H](NC(=O)c1cc2c([nH]c3ccccc32)c(-c2ccccc2)n1)C(=O)O	0	·	·	13	5	6	-3	20
COc1ccc(NC(=O)Nc2ccc3c(c2)C(=O)N([C@@H](C)CO)C[C@H](C)[C@H](CN(C)C(=O)Nc2ccc(F)cc2)OCCCC[C@@H](C)O3)cc1	-2	-1[16.7 µM]	-7	-4	-4	-9	2	11
C[C@@H]1CCCCO[C@@H](CN(C)Cc2ccc(Cl)c(Cl)c2)[C@H](C)CN([C@@H](C)CO)C(=O)c2cc(NC(=O)NC3CCCCC3)ccc2O1	-1	-12[16.7 µM]	·	9	-3	68*	·	4
COc1ccc(-c2ccc3n(c2=O)C[C@H]2[C@H](CO)[C@@H](C(=O)N(C)C)[C@@H]3N2Cc2cncnc2)cc1	48	·	·	2	-2	·	5	2
COc1cccc(-c2nc(CS(=O)CC(=O)NCCc3ccc(C)cc3)c(C)o2)c1 (centres undefined)	1	7	-7	0	1	9	-1	·
CCOc1ccc(-n2c(O)cc(=O)[nH]c2=O)cc1	·	·	·	-3	-1	0	6	6
CNC(=O)CC1C(=O)N(c2ccc(F)cc2)C(=S)N1NC(=O)c1ccc(Cl)cc1 (centres undefined)	0	·	-3	-16	2	-21	-13	-22
COc1ccccc1C1=NOC(COC(=O)c2ccc([N+](=O)[O-])cc2)C1 (centres undefined)	2	-6	1	4	-1	-18	-1	10
CC(C(=O)N1CCCC1)N(c1ccc(Cl)cc1)S(C)(=O)=O (centres undefined)	0	-1	-10	-7	0	14	-3	11
NC(=O)C12CCCC(Br)(CCC1)C2	·	0	-3	4	0	-9	-5	-2
CN1C(=O)C(CC(=O)NC2CCCCC2)SC1=Nc1ccccc1 (centres undefined)	2	0	4	4	2	7	-3	-2
COc1ccc(C(=O)Nc2ccc3c(c2)OC[C@H](C)N(C(C)=O)C[C@@H](C)[C@H](OC)CN(C)C3=O)cc1	-5	1[16.7 µM]	-13	11	-1	·	7	8
O=C(O)C1CCN(C(=O)c2cc(F)cc3c2OCOC3)CC1	0	-7	-15	-11	-1	7	0	6

Reformatted: 3 of the compounds above.
Structure: Cc1cccc(C(=O)NC2CC3CCCC(C2)N3C(=O)NC2CCCCC2)c1 (centres undefined)
  Cneo AK release: 1; miR-122 sensor: -2; PGC1a acetyl inh: -5; LGR2 antag: ·; Casp6 inh: ·; PAX8 inh HTS: ·; FN deposition inh: -5; EWS-Fli block: ·

Structure: CSCC[C@H](NC(=O)c1cc2c([nH]c3ccccc32)c(-c2ccccc2)n1)C(=O)O
  Cneo AK release: 0; miR-122 sensor: ·; PGC1a acetyl inh: ·; LGR2 antag: 13; Casp6 inh: 5; PAX8 inh HTS: 6; FN deposition inh: -3; EWS-Fli block: 20

Structure: COc1ccc(NC(=O)Nc2ccc3c(c2)C(=O)N([C@@H](C)CO)C[C@H](C)[C@H](CN(C)C(=O)Nc2ccc(F)cc2)OCCCC[C@@H](C)O3)cc1
  Cneo AK release: -2; miR-122 sensor: -1[16.7 µM]; PGC1a acetyl inh: -7; LGR2 antag: -4; Casp6 inh: -4; PAX8 inh HTS: -9; FN deposition inh: 2; EWS-Fli block: 11

Other compounds follow:
SMILES	Cneo AK release	miR-122 sensor	PGC1a acetyl inh	LGR2 antag	Casp6 inh	PAX8 inh HTS	FN deposition inh	EWS-Fli block
CN1C(=O)/C(=C\c2cccc(OCc3ccccc3)c2)SC1=S	5	·	·	1	-2	20	-8	-9
C[C@@H]1CN([C@H](C)CO)C(=O)Cc2cc(NS(=O)(=O)c3ccccc3)ccc2O[C@@H]1CN(C)C(=O)Nc1ccc(C(F)(F)F)cc1	·	56[16.7 µM]	0	9	0	·	·	12
Cn1ccnc1SCC(=O)c1ccc(OC(F)F)cc1	1	2	3	-39	0	-100	-4	-79
COc1ccc(CNC(=O)CN(Cc2ccc(OC)cc2)C(=O)CCC(=O)Nc2ccccn2)cc1	6	-3	·	2	1	-7	4	-3
CCOC(=O)C(CCC(C)=O)C(=O)c1ccccc1 (centres undefined)	-3	-2	-2	14	·	-17	-7	7
C[C@@H]1CN([C@@H](C)CO)C(=O)c2cc(NC(=O)Cc3ccccc3)ccc2O[C@H]1CN(C)CC1CC1	·	·	-7	-1	-2	1	·	21
COc1cc(O)c(C(CCN2CCCC2)c2ccc(N(C)C)cc2)c(OC)c1 (centres undefined)	0	9	-4	2	-3	-4	-27	7
CN(c1ccccc1)S(=O)(=O)c1ccc(NC(=O)c2ccc(F)cc2)cc1	·	·	·	·	3	-3	-2	3
CC(C)C#Cc1ccc([C@@H]2[C@@H](CO)N(C(=O)c3ccccn3)[C@H]2C#N)cc1	24	·	11	-7	1	-3	-34	-3
CSc1nnc(-c2ccc(NC(=O)CCc3ccccc3)cc2)n1C	0	-10	-4	·	·	12	-2	·
COc1ccc(C(=O)NC(CO)c2nnc(SCc3ccc(Cl)c(Cl)c3)n2C)cc1 (centres undefined)	-1	0	11	-6	·	·	·	·
COCCn1c(C)cc(C(=O)COC(=O)c2cccc(O)c2)c1C	·	-3	-8	85*	1	39	2	40
COc1ccc(NC(=O)Nc2ccc3c(c2)C(=O)N([C@H](C)CO)C[C@H](C)[C@H](CN(C)C(=O)Nc2ccccc2)OCCCC[C@H](C)O3)cc1	5	17[16.7 µM]	-15	23	-1	2	1	-11
CCS(=O)(=O)N1CC(=O)N2[C@H](CO)[C@@H](c3ccc(-c4cccc(F)c4)cc3)[C@H]2C1	·	·	-3	12	2	8	3	10
CC(=O)c1c(C)[nH]c(C(=O)Nc2cccc(S(=O)(=O)N(C)C)c2)c1C	·	17	-17	-55	0	-70	·	-13
Cc1cc(NCCCN2CCOCC2)n2c(nc3ccccc32)c1C#N	-1	-3	12	·	·	-10	8	·
O=C(Nc1ccc(Br)cc1)c1cccc(N2C(=O)CCC2=O)c1	-1	2	-2	-18	-1	-90	12	-20
COc1ccc(OC)c(Cc2nnc(CCC(=O)N3CCC(N4CCCCC4)CC3)o2)c1	·	-2	-8	16	-15	3	-7	-2
COc1cc(N)c(Cl)cc1C(=O)OCC(=O)NCC1CCCCC1	2	·	-4	6	5	15	0	-4
Cc1ccc2cccc(OC(=O)c3ccc4c(c3)OCCO4)c2n1	-3	-10	-5	·	·	-8	6	·
O=C(Nc1ccc(F)cc1)Nc1nnc([C@H]2C[C@H](O)[C@@H](CO)O2)s1	-2	-6	-17	-14	2	-31	2	-31
CCN(CC)C(=O)CSc1nc(-c2cccs2)cc(-c2cccs2)c1C#N	-3	2	·	·	·	54	4	·
CCNC(=O)[C@@H]1N[C@@H]2c3ccc(-c4cccc(C(=O)N(C)C)c4)c(=O)n3C[C@@H]2[C@H]1CO	-1	-6[16.7 µM]	·	-10	1	9	·	-8
O=S(=O)(Nc1cccc(-c2ccc(N3CCCCCC3)nn2)c1)c1ccc(C(F)(F)F)cc1	-4	6	-6	-64	3	-153	-12	·
C[C@H](CO)N1C[C@H](C)[C@H](CN(C)Cc2ccncc2)Oc2ccc(NC(=O)Nc3ccccc3)cc2C1=O	10	-3[16.7 µM]	-10	8	5	-2	·	13
CCc1ccccc1NC(=O)CSc1nnc(-c2cc(C)[nH]n2)n1N	-1	-5	-3	8	2	-14	1	-3
COc1ccc(C(=O)Nc2nc3nccc(-c4ccccc4)n3n2)cc1	·	·	·	2	1	-9	3	-8
CC(C)CN1C=C2C(=O)C(C)(OC(=O)CCc3ccccc3)C(=O)C=C2C=C1c1ccc(C#N)cc1 (centres undefined)	-2	7	·	-33	6	8	-5	-5
Oc1ccc(Cl)cc1C=Nc1ccc(Br)cc1	·	·	·	-2	1	17	4	11
Cc1cccc(OCc2nc3ccccc3c(=O)n2N)c1	-3	-6	-10	·	·	-121	-11	·
O=C(NC(=S)Nc1cccc2ncccc12)c1ccccc1	·	7	-30	23	0	29	·	11
C[C@H](CO)N1C[C@H](C)[C@@H](CN(C)C)Oc2ccc(NC(=O)c3ccncc3)cc2CC1=O	-2	-9[16.7 µM]	3	-20	0	14	·	-4
O=C(Nc1nnc(-c2ccco2)o1)c1ccc(S(=O)(=O)N2CCOCC2)cc1	1	0	6	0	0	11	0	19
Cc1ccc(S(=O)(=O)NNC(=O)c2cnn(-c3ccc(Cl)cc3)c2C(F)(F)F)cc1	·	·	·	-6	1	-16	-11	8
O=C(NC1CCCc2ccccc21)c1ccc(CNc2c(N3CCOCC3)c(=O)c2=O)cc1 (centres undefined)	0	-4	-12	-2	3	13	-5	6
CN(C)CCOC(=O)NC12CC3CC(CC(C3)C1)C2	·	·	·	-7	4	2	-2	-6
O=C1NC2(CCCCC2)C(=O)N1CCS(=O)(=O)Oc1ccc(Br)cc1	·	·	·	·	4	15	3	-12
O=C(COC(=O)c1cncc(Br)c1)NCC12CC3CC(CC(C3)C1)C2	1	0	7	-15	-2	-9	-10	-2
COc1ccc(OC)c(NC2=C(Cl)C(=O)N(Cc3ccccc3)C2=O)c1	4	·	·	-13	1	18	-1	5
O=c1[nH]c(/C=C/c2ccccc2Cl)nc2ccccc12	0	0	·	-29	-3	-202	1	-18
CCOC(=O)C1CN(Cc2ccccc2)C(=O)C1=O (centres undefined)	2	-3	7	13	1	5	-9	0
O=C(Cc1cccc2ccccc12)Nc1ccc(Br)cc1C(=O)O	2	·	·	5	0	-10	1	-2
COc1ccc(OCC(=O)NNC(=S)NC(=O)C2CC2)cc1	-2	9	·	-8	1	·	1	17
CCC(=O)Nc1ccc2c(c1)C(=O)N(C)C[C@@H](OC)[C@@H](C)CN(Cc1ccccc1C(=O)O)[C@@H](C)CO2	-1	·	0	-1	0	-10	0	-3
COc1ccc(NC(=O)Nc2ccc3c(c2)C(=O)N([C@H](C)CO)C[C@H](C)[C@@H](CN(C)C(=O)Nc2cccc4ccccc24)O3)cc1	-2	7[16.7 µM]	-5	-10	-1	0	-7	-3
COc1cccc(S(=O)(=O)Nc2ccc3c(c2)C(=O)N(C)C[C@H](OC)[C@H](C)CN[C@@H](C)CO3)c1	-1	-6[16.7 µM]	0	9&-24	2&2	-30	-1&4	4&6
O=C(NCC1CCN(C(=O)C(=O)c2cccs2)CC1)c1cccnc1	·	·	·	1	0	8	7	-8
Cc1noc(C)c1S(=O)(=O)N(C)C[C@H]1OCCCC[C@@H](C)Oc2ccc(NS(=O)(=O)c3ccc(Cl)cc3)cc2C(=O)N([C@@H](C)CO)C[C@@H]1C	5	-2[16.7 µM]	-14	-6	1	88*	·	13
Cc1ccc(S(=O)(=O)N(C)C[C@@H]2Oc3ncc(/C=C/c4ccccc4)cc3C(=O)N([C@H](C)CO)C[C@@H]2C)cc1	0	3[16.7 µM]	-24	-6	2	·	·	-12
Fc1ccc(-n2nnnc2-c2ccccc2Cl)cc1	·	·	·	·	12	2	-4	4
Cc1cc(-c2csc(N)n2)c(C)n1Cc1ccccc1	·	·	·	5	16	15	-1	17

Screening data (PubChem BioAssay)
